Salmonella PhoP GFP – PhoP regulon inhibitors, Salmonella typhi PhoP promoter GFP reporter, confirmatory (AID 1850). Salmonella Typhi PhoP-promoter GFP reporter, fluorescence, 4 h; higher % means a stronger effect. inhibition, % at 50 µM; hits with a dose series show IC50 in µM. 310,000 tested, 0.33% active; in the data active = a potency from the dose series; inconclusive = inhibition mostly from about 25% at the one dose, without a potency; inactive = the rest, 99 in 100 with inhibition below about 19%;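 also: 0% = induced wells with vehicle and 100% = uninduced wells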
H37Rv inhibition – M. tuberculosis growth inhibition, HTS (AID 449762); inhibition, % at 25 µM, or IC50 in µM where a hit was titrated; 330,000 tested, 0.59% active; M. tuberculosis H37Rv growth inhibition, 7H9 media; higher % means a stronger effect; in the data active = a potency from the dose series; inconclusive = inhibition above about 70% without an active follow-up result;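 also: bacterial growth assessed after seven days of incubation; strong numbers were not always called active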
H1N1 NS1A inhibition – NS1A inhibition, H1N1 influenza, cell based functional assay (AID 504329). NS1A functional cell-based assay, percent inhibition; higher % means a stronger effect. inhibition, % at 12.5 µM, or IC50 in µM where a hit was titrated. 340,000 tested, 0.3% active; in the data active = a potency from the dose series; inconclusive = inhibition above about 27% without an active follow-up result; also: strong numbers were not always called active
M. tuberculosis – growth inhibition of non-replicating M. tuberculosis (AID 488890); one-dose inhibition, % at 25 µM; IC50 in µM for titrated hits; Mycobacterium tuberculosis non-replicating, growth inhibition; higher % means a stronger effect; 320,000 tested, 0.39% active; in the data active = a potency from the dose series; inconclusive = inhibition mostly from about 82% at the one dose, without a potency; inactive = the rest, 99 in 100 with inhibition below about 76%;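 also: plate controls were DMSO cells for no effect and high antibiotic wells for full effect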
inhibitors of VEEV – inhibitors of VEEV TC-83 cytopathic effect, confirmation, Vero cells (AID 588727); Vero cells, VEEV TC-83 cytopathic effect inhibition; higher % means a stronger effect; one-dose inhibition, % at 20 µM; IC50 in µM for titrated hits; 350,000 tested, 0.13% active; in the data active = a potency from the dose series; inconclusive = inhibition mostly from about 14% at the one dose, without a potency; inactive = the rest, 99 in 100 with inhibition below about 12%; also: strong numbers were not always called active
inhibitors of VEEV 10K pilot screen – recorded beside inhibitors of VEEV, whose call it bears; inhibition, %; measured here: 10K pilot screen inhibition
* = called active by the depositor; i = inactive; ? = inconclusive; . = no result given.

SMILES | Salmonella PhoP GFP | H37Rv inhibition | H1N1 NS1A inhibition | M. tuberculosis | inhibitors of VEEV | others
COc1ccc(S(=O)(=O)Nc2ccc(O)c(Sc3ncn[nH]3)c2)cc1 | -8% | -5% | -10% | 4% | i
Cc1ccccc1N1CCN(CC(=O)NCc2ccc(Cl)cc2)CC1 | -5% | 7% | -2% | -6% | 0.8%
CCOc1cc(S(=O)(=O)Nc2cc(C)cc(C)c2)ccc1Cl | 7% | . | 14% | . | i
COc1ccc2cc(C#N)c(Cl)nc2c1 | -5% | -4% | . | -13% | 3.7%
CC(NC(=O)c1cn(C(C)c2ccccc2F)nn1)c1ccncc1 (configuration not stated) | -10% | -4% | 1% | 2% | i
COc1cc(/C=C(\C#N)c2nc3ccccc3[nH]2)cc(OC)c1O | 5% | ? | 0% | 8% | 8.3%
COc1cccc2cc(C(=O)N3CCCCCCC3)c(=O)oc12 | -3% | 14% | -2% | 19% | 0.8%
O=C(NNC(=O)c1cccs1)c1ccc(Cl)c([N+](=O)[O-])c1 | -6% | 4% | 1% | 12% | i
O=CN1CCN(C(=O)c2ccc([N+](=O)[O-])cc2)CC1 | 8% | -7% | -3% | -13% | i
CCOc1cc(S(=O)(=O)NCCCn2ccnc2)ccc1Cl | 2% | 2% | -17% | 19% | i
CCCCS(=O)(=O)Nc1ccc2cn[nH]c2c1 | 12% | 0% | 3% | 9% | 0.5%
COc1ccc(OCC(=O)N(C)CC2COc3ccccc3O2)cc1 (configuration not stated) | . | 2% | -10% | . | 7.6%
N#C/C(=C\c1cccnc1)c1ccc([N+](=O)[O-])cc1 | 10% | 5% | 3% | 59% | 2.5%
CN1CCSc2ccc(C(=O)Nc3cc(F)ccc3F)cc21 | -8% | 0% | -27% | 13% | 5.3%
Fc1ccc(CNc2ncccn2)cc1 | -6% | -13% | 4% | 2% | 0.1%
COC(=O)c1ccc(-c2ccc(/C=N/NC(=O)Cc3nnc(N)s3)o2)cc1 | 10% | 9% | -18% | 75% | 3.4%
CC12CCC(C(=O)N3CCOCC3)([C@H](Br)C1=O)C2(C)C (some centres not stated) | 0% | -4% | . | -12% | 0.3%
COc1cc(OC)cc(-c2c(C#Cc3ccsc3)c3cc(Br)ccc3n2C)c1 | . | 10% | 0% | 7% | 1.8% | inhibitors of VEEV 10K pilot screen=2.3
Cc1cccc(N2CCN(S(=O)(=O)c3ccc4c(c3)CC(=O)N4C)CC2)c1C | -4% | -2% | 3% | 5% | 1.1%
CCOc1ccc(C2c3cc(OC)c(OC)cc3CC(=O)N2c2ccccc2)cc1 (configuration not stated) | -5% | -6% | 3% | 2% | 0.3%
Nc1nc2ccc(O)cc2s1 | -7% | 5% | 2% | 7% | 1.7%
O=[N+]([O-])c1ccc(Nc2nc(NCCO)nc(N3CCCC3)n2)cc1 | -7% | 8% | 8% | 38% | 4.3%
CCCCCCC(=O)N1C/C=C\C(c2ccc(OC)cc2)N(Cc2ccc(F)cc2)C(=O)[C@H]1Cc1ccccc1 (some centres not stated) | 3% | 5% | . | 31% | .
O=C(CCNC(=O)c1ccco1)Nc1ccc(C(F)(F)F)cc1 | 18% | 16% | 9% | 6% | 0.1%
COc1ccc(-c2csc3ncnc(N4CCN(S(=O)(=O)c5cccs5)CC4)c23)cc1 | -1% | -6% | -2% | 0% | 9.5%
COc1cccc(-c2onc3ccc(C(C)=O)cc23)c1 | 12% | 25% | 21% | 4% | 0.1%
COc1ccc(Nc2nccc(-c3cccc(N)c3)n2)cc1 | -7% | 5% | 3% | 10% | 7.2%
CCCC(=O)N(c1ccc2oc(=O)sc2c1)S(=O)(=O)c1cccs1 | 6% | -3% | 9% | 19% | 5.6%
N#Cc1ccc(NC(=S)NC(=O)CCc2ccc(S(=O)(=O)N3CCOCC3)cc2)cc1 | 10% | -2% | 2% | 74% | 1.3%
CCOC(=O)CN1C(c2ccc(O)cc2)Nc2ccc(Br)cc2C1c1ccccc1 (configuration not stated) | -11% | -5% | 40% | 5% | 8.9%
NC(=O)Cn1c(=O)oc2ccccc21 | 3% | -22% | -2% | -7% | 1.6%
Fc1cccc(Cl)c1/C=C/c1cnc2ccccc2n1 | 0% | 0% | 17% | . | 3.2%
O=C(Nc1ccccc1C(=O)NC1CCCC1)NC1CCCC1 | -13% | -13% | -19% | 1% | i
CNC(=S)N(Cc1ccc2c(c1)OCO2)C1CC(=O)N(c2ccc(F)cc2)C1=O (configuration not stated) | 1% | -3% | 3% | 35% | 5.1%
O=C(CNC(=S)N(Cc1ccccc1)Cc1cccnc1)NC1CC1 | 2% | 2% | 0% | -15% | 1.6%
COc1ccc(/C(C)=N/Nc2nncc3ccccc23)cc1 | 2% | 14% | -26% | 5% | 1.3%
CCOC(=O)N1CCN(CC(O)COCc2cc(OC)c(OC)c(OC)c2)CC1 (configuration not stated) | -5% | -25% | 2% | -1% | i
CCOC(=O)c1cc(-c2ccc3c(c2)OCO3)nc2onc(C)c12 | 0% | 2% | -17% | 6% | 3.7%
CC1(C)CC(=O)N(CC(=O)O)c2ccccc2S1(=O)=O | 15% | -5% | 8% | -14% | 0.3%
CSc1oc(-c2ccco2)nc1S(=O)(=O)c1ccccc1 | 2% | 3% | 5% | -6% | 0.5%
COc1ccc2oc3cc(C)[n+]([O-])c(-c4ccc(Br)cc4)c3c2c1 | -2% | 5% | 15% | -9% | i
O=C(CSc1nc2ccccc2c(=O)n1CC1CCCO1)NCCc1ccccc1 (configuration not stated) | -13% | -2% | 3% | -9% | 1.0%
O=C(CCNC(=O)c1ccc(Br)o1)NCc1ccccn1 | 0% | -5% | -7% | -9% | 1.1%
O=C(CCC(=O)N1CCN(S(=O)(=O)c2ccc3ccccc3c2)CC1)NCC(F)(F)F | -2% | 2% | -8% | 3% | 0.7%
COc1ccc(C(C(=O)NC2CCCC2)N(C(=O)c2csnn2)C2CCCC2)cc1 (configuration not stated) | 8% | 5% | -7% | 34% | i
CCOc1cc(NC(=S)NC)c(OCC)cc1NC(=O)c1ccc(OC)cc1 | 4% | 27% | 14% | ? | 6.9%
COc1ccc(NC2CC(=O)N(c3ccccc3)C2=O)cc1 (configuration not stated) | -6% | 68% | 0% | -7% | 2.5%
Cc1ccc(C2CC(c3cccs3)=NN2C(=O)CSc2nc3ccccc3o2)cc1 (configuration not stated) | -4% | 38% | 0% | 5% | 1.1%
CN1C(=O)C(C)(C)c2cc(S(=O)(=O)N3CCN(c4ccccc4)CC3)ccc21 | 0% | -4% | 26% | 7% | 0.4%
CCN1C(=O)/C(=c2\sc3nc(=O)c(Cc4ccccc4)nn3c2=O)c2ccccc21 | 6% | 5% | 4% | -11% | i
Cc1ccc(N2C(=O)N(CC(=O)Nc3cc(F)ccc3C)C(=O)C2C)cc1 (configuration not stated) | -2% | -6% | -8% | 8% | 3.7%
O=C(CCc1n[nH]c(=O)[nH]c1=O)N1CCCCC1 | . | -4% | 4% | . | 0.0%
CCOC(=O)c1c(C)n(CCNC(C)=O)c2ccc(O)cc12 | -1% | 1% | -5% | 11% | 0.8%
COc1cc2c(C(=O)N3CCN(Cc4ccc5c(c4)OCO5)CC3)cn(C)c(=O)c2cc1OC | 4% | -6% | 20% | 16% | 5.9%
O=S1(=O)CC/C(=N\Nc2ccc(F)cc2)c2ccsc21 | -7% | ? | 15% | 54% | 6.0%
CCn1c2ccccc2c2nnc(SCCCn3c(=O)[nH]c4ccccc43)nc21 | 8% | -6% | -2% | 21% | 8.7%
COC(CNC(=O)c1ccc2c(c1)ncn2-c1ccc(C)cc1C)OC | 2% | 3% | -28% | -21% | 0.2%
O=C(CNC(=O)c1ccco1)OCC(=O)c1ccc(Cl)cc1 | -6% | 6% | -2% | 54% | 0.1%
CN1CCC(N(C)C(=O)/C(C#N)=C/c2ccc(OC(F)F)cc2)CC1 | . | . | 2% | . | 2.3%
COc1cc2c3nnc(-c4ccccc4)c-3cn(Cc3ccccc3F)c2cc1OC | -7% | 11% | . | 21% | .

Compounds from the list above with an NH in an aromatic ring, in the order listed:
SMILES | Salmonella PhoP GFP | H37Rv inhibition | H1N1 NS1A inhibition | M. tuberculosis | inhibitors of VEEV | others
COc1ccc(S(=O)(=O)Nc2ccc(O)c(Sc3ncn[nH]3)c2)cc1 | -8% | -5% | -10% | 4% | i
COc1cc(/C=C(\C#N)c2nc3ccccc3[nH]2)cc(OC)c1O | 5% | ? | 0% | 8% | 8.3%
CCCCS(=O)(=O)Nc1ccc2cn[nH]c2c1 | 12% | 0% | 3% | 9% | 0.5%
O=C(CCc1n[nH]c(=O)[nH]c1=O)N1CCCCC1 | . | -4% | 4% | . | 0.0%
CCn1c2ccccc2c2nnc(SCCCn3c(=O)[nH]c4ccccc43)nc21 | 8% | -6% | -2% | 21% | 8.7%

The list continues:
SMILES | Salmonella PhoP GFP | H37Rv inhibition | H1N1 NS1A inhibition | M. tuberculosis | inhibitors of VEEV | others
CCOC(=O)C1CCN(S(=O)(=O)c2cc3c(cc2C)NC(=O)CO3)CC1 | -4% | -8% | -2% | 3% | i
Cc1cc(=O)oc(C)c1C(=O)NCCCN1CCN(c2ccccc2F)CC1 | -12% | -12% | -4% | 2% | i
OCC[C@@H]1C[C@@H](O)[C@H](O)[C@@]2(OCc3ccccc32)O1 | 4% | -3% | 2% | -1% | 0.5% | inhibitors of VEEV 10K pilot screen=0.4
C[C@H](CO)N1C[C@H](C)[C@H](CN(C)Cc2ccc(-c3ccccc3)cc2)Oc2ccc(NS(=O)(=O)c3ccccc3)cc2CC1=O | . | 3% | 0% | 55% | i
COc1cccc(C(=O)NCCCN2CCN(CCCNC(=O)c3cccc(OC)c3)CC2)c1 | 6% | 9% | 4% | 15% | 0.4%
Nc1nnc(SCC(=O)Nc2sc3c(c2C(=O)c2ccccc2)CCCC3)s1 | 0% | -1% | 5% | 10% | 1.7%
O=C(COC(=O)Cc1ccccc1)NCc1ccc2c(c1)OCO2 | . | -1% | -2% | 16% | 0.9%
COc1cc2c(cc1OC)-c1nnc(-c3ccco3)n1C1(CCCC1)C2 | -6% | 3% | -1% | -3% | 8.7%
Cc1ccc2nc(-c3ccccc3O)c(Nc3ccc4c(c3)OCCO4)n2c1 | -5% | 2% | 0% | -7% | 1.2%
O=S(=O)(NCC1CCCO1)c1ccc(NS(=O)(=O)c2ccc(F)cc2)cc1 (configuration not stated) | -5% | -2% | 6% | 13% | 0.7%
CCOc1ccc(-n2c(=O)cc(N3CCN(c4ccc(F)cc4)CC3)[nH]c2=O)cc1 | 14% | -6% | -4% | -7% | i
CC1CCCCC1NC(=O)CN(C)S(=O)(=O)c1ccc2c(c1)c(=O)n(C)c(=O)n2C (configuration not stated) | 7% | 2% | 0% | 0% | 1.3%
O=C(CCN1CCC(c2cccs2)=N1)c1cccs1 | -8% | ? | . | 4.2µM* | 1.0%
Cc1ccc(O)c(C(=O)c2cnc3onc(-c4ccc(F)cc4)c3c2)c1 | 4% | 2% | 0% | 12% | 4.0%
NS(=O)(=O)c1cccc(NC(=O)COC(=O)CN2C(=O)C3CC=CCC3C2=O)c1 (configuration not stated) | 1% | -1% | 4% | -2% | i | inhibitors of VEEV 10K pilot screen=0.5
CCCCN(C(=O)COc1ccc(C)cc1OC)c1c(N)n(CCC)c(=O)[nH]c1=O | 14% | -7% | 3% | -2% | 0.4%
Nc1nc(-c2ccccn2)nc(N)c1Cc1ccccc1F | -5% | ? | 6.5µM* | 68% | 4.0%
COCCn1cc(C(=O)c2cc(Br)ccc2O)cc(C#N)c1=O | 5% | -6% | 7% | 19% | 4.3%
COc1ccc(-n2c(O)cnc2Nc2nc(C)cc(C)n2)cc1OC | 4% | 15% | -12% | -4% | i
COc1ccc(CC(=O)NNC(=O)CSc2nc(C)c(C)c(=O)[nH]2)cc1 | 1% | 1% | -3% | -3% | 1.1%
O=C1/C(=C/c2cccs2)CCc2ccccc21 | -3% | 2% | -12% | 68% | 1.6%
O=C(CSc1nnc(Cc2cccs2)n1-c1ccccc1)NC1CCCCC1 | 1% | 0% | 6% | 9% | 2.1%
O=C(CNC(=O)C1CCCCC1)Nc1ccccc1Cl | 3% | 6% | 1% | -14% | 0.1%
COCc1c(Br)c(C)[nH]c(=O)c1C#N | 3% | -7% | -3% | 16% | 0.6%
NC(=O)C1CCCN(C(=O)c2ccc3c(c2)NC(=O)CS3)C1 (configuration not stated) | . | -7% | -3% | -22% | 2.9%
O=C(Nc1ccc(N2CCN(C(=O)c3ccccc3)CC2)cc1)c1cc([N+](=O)[O-])ccc1N1CCOCC1 | -2% | 12% | 4% | 33% | 7.0%
